Screens (PubChem BioAssay)
Cneo AK release: Cryptococcus neoformans lysis via adenylate kinase release | C. neoformans lysis, adenylate kinase release luminescence, 4 h; normalised: neutral wells 0, clomiphene wells 100 | lysis activity, % at 15 µM | 360,000 tested, 0.2% active | AID 651654;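 active means mean lysis activity across replicates of at least 80%, whatever share of replicates individually reach that level; inactive means mean lysis activity below 80%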
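Test system: log-phase Cryptococcus neoformans yeast cells; Quantity: yeast cell density of 5 × 10^6 cells/mL; Buffer or medium: YPD; Doses: single compound concentration per well; Timing: 4 h at 37 °C static, read 1 h later; Measured by: AK luminescence; Read-out basis: lysis from increased AK signal; Control set: Clomiphene as positive control.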
LGR2 inh: inhibitors of bursicon-induced Drosophila LGR2 receptor cAMP signaling; HEK293 LGR2, CRE-luciferase, bursicon-stimulated, 4 h; inhibition, % at 9.99 µM; 380,000 tested, 0.35% active;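 active means drop in luminescence signal, shown as inhibition above about 50% in the replicate tests, limit read from the data, passing the limit was not always enough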;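 further: agonist challenge used bursicon conditioned medium at about half maximal strength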
XiGFP reactiv: X-chromosome reactivation activator. 360,000 tested, 0.055% active. AID 743238. activation, % at 7.58 µM. XiGFP mouse fibroblasts, % GFP-positive cells imaging, 3 d; cells co-treated with 5-aza-dC sensitizer; scaled so ellipticine positive control = 100%;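 active means mean normalized replicate activation at least 10% and every replicate at or above 10%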;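 further: 0% = median of on-plate neutral control wells and 100% = ellipticine 6 µM median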
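System: XiGFP fibroblasts, SV40-immortalized. Medium: DMEM plus 5-aza-dC sensitizer. Doses: single point. Timing: 3 d treatment, 15 min room-temperature fixation. Control set: ellipticine 6 µM.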
PGC1a acetyl inh: modulators of PGC1a acetylation | U2OS PGC1a acetylation, AlphaScreen anti-acetyl-lysine; with virally co-expressed GCN5 acetyltransferase | inhibition, % at 15.6 µM | 350,000 tested, 0.17% active | AID 651687;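 active means every replicate shows inhibition of at least 40%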;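 further: 0% = neutral control wells and 100% = positive control wells; some results beyond the cut were filed as inactive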
SIRT5 block: sirtuin-5 (human) deacylase inhibition | Purified SirT5, succinyl-peptide AMC, trypsin-coupled fluorescence | Q9NXA8 | inhibition, % at 15 µM | 330,000 tested, 1.1% active | AID 652115; in the data active means inhibition above about 15%
Target sequence (Q9NXA8 whole entry, looked up): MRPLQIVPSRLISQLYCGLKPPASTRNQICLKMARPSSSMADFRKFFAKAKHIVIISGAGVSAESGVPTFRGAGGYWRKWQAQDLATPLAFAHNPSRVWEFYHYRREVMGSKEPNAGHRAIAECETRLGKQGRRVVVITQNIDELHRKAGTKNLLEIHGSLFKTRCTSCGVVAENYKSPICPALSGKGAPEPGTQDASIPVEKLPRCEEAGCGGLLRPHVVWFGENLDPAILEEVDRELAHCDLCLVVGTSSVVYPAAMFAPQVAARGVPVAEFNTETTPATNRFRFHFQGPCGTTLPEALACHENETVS
C2C12 statin: suppressors of simvastatin-induced myotoxicity in C2C12 myotubes. 330,000 tested, 0.78% active. ATP luminescence, 48 h; scaled: DMSO 0, geranylgeraniol control 100. rescue of ATP level, % at 7.49 µM;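 active means mean ATP rescue above about 67%, or every replicate alone reaching that limit, limit read from the data, passing the limit was not always enough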;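 further: myotubes were challenged with 10 µM simvastatin during compound exposure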
S100A4 MyoIIA: blocks human S100A4 binding to myosin IIA peptide. S100A4/TAMRA-MyoIIA peptide fluorescence polarization. inhibition, % at 10.7 µM. 360,000 tested, 0.14% active. AID 652163;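 active means mean inhibition of at least 70% across replicates, with every replicate also reaching that level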
Target sequence (P26447 whole entry, looked up): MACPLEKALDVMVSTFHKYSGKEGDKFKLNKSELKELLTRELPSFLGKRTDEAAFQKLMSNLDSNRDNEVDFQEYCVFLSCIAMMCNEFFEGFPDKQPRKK
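assay system = human S100A4 monomer with TAMRA-labelled myosin IIA peptide | also added = labelled myosin peptide probe, 5 nM | incubation = 5 min between mix addition and reading | control set = DMSO and TFP controls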
ERAP1 inh: blocks human ERAP1 aminopeptidase activity. Q9NZ08. recombinant ERAP1, Leu-AMC fluorescence, 60 min. inhibition, % at 10.7 µM. 340,000 tested, 0.15% active;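 active means mean replicate inhibition of at least 30%, or all replicates individually reaching that 30% level; inactive means mean below 30% and not every replicate reaching it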;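 further: 0% = neutral control wells and 100% = L-leucinethiol positive control wells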
* hit, by the source's call; nt = no result given; & = joins results of further samples. A portion of the library (hit frequency here may not be typical).

SMILES	Cneo AK release	LGR2 inh	XiGFP reactiv	PGC1a acetyl inh	SIRT5 block	C2C12 statin	S100A4 MyoIIA	ERAP1 inh
C[C@@H]1CCCCO[C@H](CN(C)C(=O)Cc2ccccc2)[C@H](C)CN([C@@H](C)CO)C(=O)c2cc(NC(=O)NC3CCCCC3)ccc2O1	-13	-7	0.3	8	nt	nt	nt	nt
O=C(CC1Sc2ccccc2NC1=O)NNc1ccc(Cl)cc1Cl (stereo unspecified)	3	6	-0.1	13	nt	34	3	-5
CCc1cnc(N2[C@@H](C#N)[C@@H](c3ccc(C#CCC4CCCC4)cc3)[C@@H]2CO)s1	7	0	1.0	0	5	-6	-3	2
COc1ccc(OCC(=O)Nc2ccc(C)c(S(=O)(=O)N(C)C)c2)cc1	nt	5	0.0	-26	3	nt	-9	5
COCC(=O)N(Cc1cc2cc(C)ccc2[nH]c1=O)c1ccc(C)c(C)c1	-2	1	0.1	-2	-6	13	-16	-3
C[C@H](CO)N1C[C@H](C)[C@H](CN(C)Cc2ccc(C(=O)O)cc2)Oc2ncc(C3=CCCC3)cc2C1=O	49	-23	-0.3	4	1	-53	5	-2
Cc1cn([C@H]2C[C@H](O)[C@@H](/C=C/C(=O)NCc3cccc4ccccc34)O2)c(=O)[nH]c1=O	-2	-1	-0.1	-23	3	4	10	nt
OC[C@@H]1CN(Cc2ccco2)C[C@H](n2cnc3c(N4CCN(c5ccccc5)CC4)ncnc32)O1	1	-9	0.1	-4	7	6	-4	-6
Cc1ccc(S(=O)(=O)N2CCOCC2)cc1NC(=O)COc1cccc(-n2cnnn2)c1	-5	2	-1.1	-3	-8	14	-2	5
COCCCn1c(=O)/c(=C\c2ccc(OC(F)F)c(OC)c2)s/c1=C(/C#N)C(N)=O	nt	-32	0.0	nt	2	nt	3	nt
COc1ccc(NC(=S)N(CCCN2CCOCC2)C(C)c2cc3cccc(OC)c3o2)cc1 (stereo unspecified)	0	-12	-0.3	-23	0	10	2	1
O=C(CSc1ccc2nnc(-c3ccccc3)n2n1)NCc1ccco1	1	-7	nt	5	nt	-18	nt	nt
Cc1ccc([C@H]2C[C@@H](O)[C@H](n3cc(C4CC4)nn3)CN2C(=O)c2cccs2)cc1	-1	5	0.0	4	2	-10	1	2
COC(=O)c1ccccc1NC(=S)NC(=O)c1ccc(C)cc1	nt	-3	-0.1	nt	3	nt	1	-1
CC1=NN(S(=O)(=O)c2ccc(C)cc2)C(=O)c2ccccc2O1	5	10	0.0	7	1	9	-8	-3
CCOc1ccccc1OCC(=O)Nc1cc2c(cc1C(=O)O)OCCCO2	-3	-8	0.4	nt	nt	0	-1	-1
C[C@@H]1CN([C@@H](C)CO)C(=O)c2ccccc2-c2ccccc2CO[C@H]1CN(C)C(=O)c1ccccc1	41	-2	-0.1	-2	14	nt	54	-1
CCCCNC(=O)C1CCC(CNS(=O)(=O)c2c(C)cc(C)cc2C)CC1 (stereo unspecified)	3	3	0.0	-3	-3	8	-4	2
COCC#Cc1cnc2c(c1)C(=O)N([C@H](C)CO)C[C@H](C)[C@@H](CN(C)S(=O)(=O)c1ccccc1)O2	1&0&-1	7&-7	0.0&-0.2	-4&-7&-2	-2&0&0	2&-6&0	-5&12&10	-1&2&3
C[C@@H]1CN([C@@H](C)CO)S(=O)(=O)c2ccc(C#Cc3ccc(F)cc3)cc2O[C@H]1CN(C)C(=O)c1ccccn1	2	19	0.5	-16	5	22	2	-3
C[C@@H]1CN([C@@H](C)CO)C(=O)c2cc(NC(=O)Nc3ccc(C(F)(F)F)cc3)ccc2O[C@H]1CN(C)CC1CCCCC1	1	9	-0.9	-19	0	-12	-11	-1
C/C(=N\NC(=O)c1cccc([N+](=O)[O-])c1)c1ccco1	-1	nt	0.0	-2	0	2	-15	nt
COc1ccc(NC(=O)Nc2ccc3c(c2)C(=O)N([C@H](C)CO)C[C@H](C)[C@H](CN(C)C(=O)Nc2ccc4c(c2)OCO4)O3)cc1	-5	-19	0.2	-6	nt	12	nt	nt
Cc1ccc(Sc2nnc(Cc3ccccc3)c3ccccc23)cc1	0	-5	nt	6	-2	34	-3	-7
CC(=O)c1cc(C#N)c(N2CCCC2)nc1C	nt	0	0.0	nt	-3	nt	-1	3
Cc1cc(NC(=O)CCC(=O)N(CC(=O)NC2CCCC2)c2cccc(F)c2)no1	nt	-24	0.0	-1	-4	0	2	5
C#CCSc1nnc(-c2c[nH]c3ccccc23)n1C	-3	0	0.0	-13	0	5	1	4
C[C@H](CO)N1C[C@H](C)[C@H](CN(C)C(=O)Nc2ccccc2)Oc2ccc(N(C)C)cc2C1=O	2	4	0.5	4	-3	-2	10	1
O=[N+]([O-])c1cccc(S(=O)(=O)c2ccc(N3CCCCC3)c([N+](=O)[O-])c2)c1	2	14	0.0	-8	-1	nt	10	0
COc1ccccc1C#Cc1ccc2c(c1)[C@@H]1[C@@H](CCN1C(=O)c1ccncc1)[C@H](CO)N2	nt	-1	0.2	1	5	nt	-10	1
Cn1c(=O)n(C)c2cc(NC(=O)COc3ccc(F)cc3)ccc21	1	-3	-0.1	3	-1	-9	-15	-3
C[C@H]1CCCCO[C@@H](CN(C)Cc2ccc(C(=O)O)cc2)[C@@H](C)CN([C@@H](C)CO)C(=O)c2cc(NC(=O)Nc3cccc4ccccc34)ccc2O1	-3	-15	-0.2	4	5	nt	28	-2
CC(=O)Nc1ccc(NC(=O)C(C)OC(=O)c2ccc(S(=O)(=O)N3CCCCC3)cc2)cc1 (stereo unspecified)	-1	-4	0.1	-4	nt	-2	1	0
CC(C)(C)NC(=O)CN(c1cccc([N+](=O)[O-])c1)S(=O)(=O)c1ccccc1	nt	11	0.0	-6	-2	nt	-2	11
CC(C)n1c(/C=C/[C@@H](O)C[C@@H](O)CC(=O)O)c(-c2ccc(F)cc2)c2ccccc21	2	-14	0.4	-19	3	-5	4	-1
COc1c(C)cc(C(=O)C2CCCN(C(=O)c3csc(C)n3)C2)cc1C (stereo unspecified)	4	1	0.0	-6	1	9	0	1
C[C@H](NC(=O)C1CCN(S(=O)(=O)c2ccccc2)CC1)C(=O)NCc1ccc(F)cc1	-16	-4	0.0	15	0	3	-2	-4
Cc1ccc2c(c1)C(c1ccc(F)cc1)N(C(=O)c1cc3ccccc3oc1=O)CC(=O)N2 (stereo unspecified)	0	9	0.3	-4	-1	0	-6	-2
O=C(C[C@H]1C=C[C@H](NC(=O)C2CCC2)[C@H](CO)O1)NCCCN1CCOCC1	-2	6	-0.1	7	0	2	1	-3
Cc1cc(C)cc(NS(=O)(=O)c2ccc(-c3cnc(C4CC4)o3)cc2)c1	1	-26	0.1	-15	1	-16	-1	-1
CNC[C@@H]1OCCCC[C@@H](C)Oc2ccc(NC(=O)NC(C)C)cc2C(=O)N([C@H](C)CO)C[C@@H]1C	0	1	0.5	-1	1	nt	0	1
O=S(=O)(c1cccc(F)c1)N1CC[C@H]2[C@H](CO)Nc3ccc(C#Cc4ccccc4F)cc3[C@H]21	11	-6	0.3	3	6	-35	-17	-4
COc1ccccc1C(=O)N1CCN(C(=O)[C@@H](Cc2ccccc2)NC(=O)[C@H]2O[C@@H](n3ccc(=O)[nH]c3=O)[C@H](O)[C@@H]2O)CC1	nt	1	0.4	nt	0	nt	-2	0
O=C(OCC(=O)C12CC3CC(CC(C3)C1)C2)c1cccnc1	nt	-23	0.1	-4	-2	nt	8	8
O=C(NCCCN1CCOCC1)c1ccc(Br)s1	2	8	nt	-2	3	14	8	2
C[C@@H]1CN([C@H](C)CO)C(=O)Cc2cc(NC(=O)Nc3ccccc3)ccc2O[C@@H]1CN(C)Cc1ccc(C(F)(F)F)cc1	1	-7	2.4	7	0	-49	-6	-3
CC(Cc1ccccc1)NC(=O)CC(c1ccccc1)c1ccccc1O (stereo unspecified)	0	10	0.1	-13	-6	12	-12	1
Cc1ccc(C(=O)N/N=C/c2c[nH]c3ccccc23)o1	-3	12	-0.1	31	0	5	-6	-7
COc1ccc(N(CCOc2ccccc2)S(=O)(=O)c2ccccc2)cc1	-1	2	-0.1	nt	-4	-4	-8	-9
COc1cc2ccc(C(C)=O)c(O)c2cc1OC	0	-35	0.0	8	0	5	3	3
CCNC(=O)[C@@H]1[C@@H](CO)[C@@H]2Cn3c(ccc(-c4ccccc4)c3=O)[C@H]1N2C(=O)C1CC1	-8	17	-0.1	nt	-37	7	-11	1
CCCc1ccc2c(C(F)(F)F)cc(C(F)(F)F)cc2n1	3	16	0.2	0	-3	4	-1	9
COc1ccc(OC)c(/C(C)=N\NC(=O)c2cc3cc(Cl)ccc3n2C)c1	5	9	-0.1	16	-2	-10	0	0
COc1ccccc1CNC(=O)c1cccc(N(C)C)c1	-1	-8	nt	-15	nt	17	nt	nt
O=C(COC(=O)CN1C(=O)C2CCCCC2C1=O)Nc1ccc(F)c(F)c1F (stereo unspecified)	3	12	-0.1	nt	6	-3	-2	0
COc1ccc(CCNC(=O)c2cccc(S(=O)(=O)N3CCCCCC3)c2)cc1	-3	-27	0.0	-7	-7	6	-4	5
O=C([C@H](Cc1ccc(O)cc1)n1cc(CCO)nn1)N1CCNCC1	1	-3	0.4	4	nt	8	-4	nt
CSc1ccc(Cn2nnc(C(=O)NCc3ccccc3)c2N)cc1	-3	8	0.2	3	-1	18	0	0
CCC(=O)NN1CCN(c2ccncc2S(=O)(=O)N2CCCCC2)CC1	2	-3	0.0	nt	-6	4	-7	-2
O=C(CCNS(=O)(=O)c1ccc(Cl)cc1)Nc1ccncc1	-1	15	-0.1	7	3	1	-2	3
Additional structures follow.
SMILES	Cneo AK release	LGR2 inh	XiGFP reactiv	PGC1a acetyl inh	SIRT5 block	C2C12 statin	S100A4 MyoIIA	ERAP1 inh
CCCOC(=O)Nc1nc(-c2ccc(C)cc2)c(C)s1	nt	-9	-0.1	5	nt	nt	4	4
COc1ccccc1C#Cc1ccc2c(c1)[C@H]1[C@H](CCN1C(=O)c1ccccc1)[C@H](CO)N2	-3	19	-0.1	-12	5	-39	-16	-3
C[C@@H]1CN([C@H](C)CO)C(=O)Cc2cc(NC(=O)Nc3ccc(C(F)(F)F)cc3)ccc2O[C@H]1CN(C)C	-3	-25	-1.4	0	-1	-8	-12	-1
CCOC(=O)[C@]12CCCC=C1N(Cc1ccc3c(c1)OCO3)C(=O)[C@H](CC(=O)NCc1ccc(C)o1)C2	nt	0	-0.1	nt	-3	nt	-2	nt
